KLK7 zymogen act: activates the human kallikrein-7 zymogen; purified proKLK7, EDANS-DABCYL substrate fluorescence; 100% is mature enzyme control, 0% vehicle; activation, % at 7 µM; actives 0.9% (n = 370,000); P49862;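 active = activation above the mean of all tested compounds plus 3 SD, computed per campaign excluding outliers beyond control limits, cut at about 13% in these data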
Target sequence (P49862 whole entry, looked up): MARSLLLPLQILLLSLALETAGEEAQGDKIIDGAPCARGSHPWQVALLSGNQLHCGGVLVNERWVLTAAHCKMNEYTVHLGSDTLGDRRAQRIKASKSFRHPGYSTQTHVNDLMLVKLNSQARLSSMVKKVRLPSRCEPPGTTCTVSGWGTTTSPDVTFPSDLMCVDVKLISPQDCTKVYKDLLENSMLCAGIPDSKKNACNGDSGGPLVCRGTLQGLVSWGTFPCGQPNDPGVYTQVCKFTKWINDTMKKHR
ASAP1 GAP inh: blocks human ASAP1-stimulated Arf1 GTP hydrolysis; Q9ULH1; inhibition, % at 16.5 µM; AID 624377; actives 0.19% (n = 360,000); GDP FP detection; in the data active = inhibition above about 25%;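 also: 0% = vehicle with enzyme and substrate and 100% = no enzyme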
Tn6 DDE FP: DD(E)-Tn6 binding inhibition, primary FP screen. actives 0.21% (n = 370,000). inhibition, % at 8.3 µM. P02675. Fibrin DD(E) TRITC-Tn6 fluorescence polarization displacement;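 active = inhibition above a per-campaign cutoff: mean of compounds within control limits plus 3 SD, cut at about 15% in these data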;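 also: 0% = median of all compound wells on the plate and 100% = blocking peptide control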
Target sequence (P02675 whole entry, looked up): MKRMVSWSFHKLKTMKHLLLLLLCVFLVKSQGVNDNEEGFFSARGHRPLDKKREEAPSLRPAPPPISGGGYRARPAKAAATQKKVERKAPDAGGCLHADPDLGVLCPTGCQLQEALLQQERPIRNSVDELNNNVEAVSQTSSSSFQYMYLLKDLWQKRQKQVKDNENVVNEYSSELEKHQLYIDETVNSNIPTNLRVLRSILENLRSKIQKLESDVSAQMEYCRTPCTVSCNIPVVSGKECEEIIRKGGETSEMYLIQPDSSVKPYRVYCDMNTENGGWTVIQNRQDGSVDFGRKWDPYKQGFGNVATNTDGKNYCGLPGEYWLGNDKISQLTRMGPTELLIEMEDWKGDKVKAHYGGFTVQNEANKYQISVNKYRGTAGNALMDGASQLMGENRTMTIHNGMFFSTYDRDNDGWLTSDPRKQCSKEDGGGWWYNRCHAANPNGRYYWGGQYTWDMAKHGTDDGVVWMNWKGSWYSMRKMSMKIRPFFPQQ
LEDGF integ inh: blocks HIV-1 LEDGF/p75-dependent DNA integration | TR-FRET IN-LEDGF/p75 DNA integration, Eu/Cy5 | inhibition, % at 3.7 µM | actives 0.64% (n = 370,000);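 active = inhibition above the screen-wide mean plus 3 SD, cut at about 13% in these data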;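 also: signal is the Cy5 over europium emission ratio at 671 and 618 nm; 0% = plate median of compound wells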
ADAM10 inh: inhibits human ADAM10; O14672; recombinant ADAM10, EDANS/DABCYL FRET peptide cleavage, 3 h; inhibition, % at 7 µM; actives 0.62% (n = 370,000); AID 720582;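 active = inhibition above a per-campaign cutoff equal to the mean of compounds falling between control-based bounds plus 3 SD, cut at about 20% in these data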;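 also: 0% = DMSO wells while the 100% control is not disclosed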
PLC-gamma1 inh: blocks human PLC-gamma1 enzyme activity; actives 0.84% (n = 370,000); purified PLC-gamma1, fluorogenic substrate, fluorescence; inhibition, % at 12.2 µM; P19174; in the data active = inhibition above about 9.5%
ADAM17 inh: ADAM17 inhibition, QFRET primary screen; P78536; recombinant ADAM17, EDANS/DABCYL FRET peptide cleavage; inhibition, % at 6.95 µM; actives 0.83% (n = 370,000); AID 720648;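 active = inhibition above the mean of compounds lying between control limits plus 3 SD, set per campaign, cut at about 8.5% in these data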;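 also: 0% = DMSO-only wells as the low control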
ARFGAP1 inh: inhibitors of rat ARFGAP1; Q62848; Arfgap1-stimulated ARF1 GTP hydrolysis, GDP FP detection; inhibition, % at 16.5 µM; actives 0.26% (n = 360,000); AID 651572;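 active = inhibition above a per-plate limit, mean inhibition of low control wells plus 3 SD, cut at about 25% in these data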;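 also: 0% = DMSO wells with enzyme and 100% = wells lacking Arfgap1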
Target sequence (Q62848 1-136 limits assumed): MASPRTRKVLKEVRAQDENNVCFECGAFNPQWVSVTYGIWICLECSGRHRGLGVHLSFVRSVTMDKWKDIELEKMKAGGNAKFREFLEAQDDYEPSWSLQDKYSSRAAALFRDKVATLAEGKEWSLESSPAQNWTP
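System: truncated rat Arfgap1 GAP domain / Medium: HEPES-based buffer, pH 7.5 / Also added: N-terminally truncated human ARF1-GTP substrate / Incubation: enzyme reaction 120 min at 25 °C after 20 min preincubation / Measured by: FP of antibody-bound GDP Alexa 633 tracer, ex 620/em 688 nm / Replicates: singlicate, each compound tested once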
Tn7 DDE FP: DD(E)-Tn7 binding inhibition, primary FP screen; FP displacement of FITC-Tn7 peptide from fibrin DD(E); 0% = median of compound wells per plate; inhibition, % at 8.3 µM; actives 0.13% (n = 370,000);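 active = inhibition above the mean of compounds falling within the control limits plus 3 SD of them, cut at about 14% in these data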;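 also: 0% = plate median of compound wells and 100% = 10 µM Aha-Tn7 peptide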
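Test system: human clot-derived fibrin DD(E) complex / Quantity: 2 µM final DD(E) protein / Incubation: 10 min plus 3 h, room temperature / Measured by: fluorescence polarization / Benchmarks: high control of 10 µM Aha-Tn7 peptide / Replicates: singlicate testing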
TDP2 absorb: blocks human TDP2 phosphodiesterase activity | O95551 | inhibition, % at 12.8 µM | actives 0.34% (n = 370,000) | recombinant TDP2, T5PNP hydrolysis, p-nitrophenol absorbance 415 nm;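 active = inhibition above the mean of all tested compounds plus 3 SD, set per campaign, cut at about 25% in these data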;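 also: 0% = DMSO with enzyme and 100% = buffer with substrate but no TDP2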
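Evaluation: % inhibition relative to enzyme-containing and enzyme-free wells. Material: recombinant human TDP2. Benchmarks: enzyme-free and DMSO wells. Timing: enzyme reaction with compound for 2 h at 37 °C. Compound dosing: 12.8 µM only. Measured by: p-Nitrophenol epi absorbance. Reagent: T5PNP substrate at 5 mM, a TopII-DNA adduct mimic. Replication: single well per compound.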
Active calls of the source: *; i = inactive; nt = no result given.

Values run as follows: KLK7 zymogen act	ASAP1 GAP inh	Tn6 DDE FP	LEDGF integ inh	ADAM10 inh	PLC-gamma1 inh	ADAM17 inh	ARFGAP1 inh	Tn7 DDE FP	TDP2 absorb
O=c1[nH]snc1-c1c(Cl)cccc1Cl
 : -0.3	6	-3	-4	-17	5	-3	-2	-2	5
COc1ccc(S(=O)(=O)Nc2ccc(C)c(S(=O)(=O)N3CCOCC3)c2)cc1[N+](=O)[O-]
 : -0.1	5	1	4	2	-1	4	-8	-6	-2
[O-]/C(=C(\C(=S)NCc1ccco1)[n+]1ccccc1)c1ccccc1Br
 : 0.6	3	-10	9	5	-2	-6	3	-2	6
COc1ccc(OCC(=O)Nc2c(C(=O)N3CCC(N4CCCCC4)CC3)oc3ccccc23)cc1
 : 0.3	8	-2	1	-2	3	-1	-9	-3	-14
COc1ccc2c(c1)OC[C@H]1[C@H]2N2C(=O)c3ccc(F)cc3NC(=O)[C@@]2(C)[C@H]1c1ccccc1
 : -1.6	-4	1	-2	19	-3	9.1*	-7	4	-9
COc1ccc(CCCC(=O)Nc2cc(C)ccc2OC)cc1
 : -0.2	-5	-1	5	10	4	0	-3	0	-1
O=C(Nn1c(-c2ccccc2)nc2ccccc2c1=O)C1CCC1
 : 0.4	-3	1	-1	-1	2	-3	-2	2	0
Cc1cc(N2CCCCC2)nc(N)n1
 : -0.7	14	-3	0	-12	2	3	15	-9	5
Cn1cnnc1SCc1ccc(C(=O)N=Nc2c(O)n(Cc3ccc(Cl)cc3)c3ccccc23)cc1
 : 0.6	21	-7	1	1	7	3	12	-5	-9
CCCCCCCCCCCC(=O)NC(C(=O)O)C(O)c1ccccc1 (stereo unspecified)
 : 0.5	-17	-8	0	-1	-3	-3	1	-1	9
CCN(CC(=O)Nc1ccc(OC)cc1)C(=O)Cc1coc2cc(C)c(C)cc12
 : 1.2	6	-3	-1	-6	-1	-3	7	0	1
CCN(CC)CCNC(=O)c1ccc2c(=O)n(CCc3ccccc3)c(=O)[nH]c2c1
 : -4.3	-6	6	-2	-92	-161	-21	2	-3	3
COc1ccccc1NC(=O)C(C)OC(=O)C1CCN(S(=O)(=O)c2ccccc2C(F)(F)F)CC1 (stereo unspecified)
 : -0.2	-18	-2	1	10	-3	3	13	-1	-3
O=c1[nH]cc(NCCc2ccccc2)c(=O)[nH]1
 : 0.7	-3	3	-4	-19	-18	-11	1	-1	2
Cc1cccc(NC(=O)COC(=O)c2ccc3c(=O)n4c(nc3c2)CCC4)c1
 : 0.3	-1	3	-1	-3	-9	0	3	2	1
CCc1ccc(NC(=O)CNC(=O)c2cn(-c3ccccc3OC)c(=O)c3ccccc23)cc1
 : 1.1	11	4	0	1	1	3	-18	3	-10
CCN(CC(=O)Nc1c(F)cccc1F)C(=O)COc1ccc2c(c1)CCC2
 : 0.4	2	4	4	5	4	7	0	4	-1
COCCNC(=O)/C(C#N)=C/c1ccc(OCc2ccc(F)cc2)cc1
 : -0.3	0	-7	-2	-4	0	0	-10	7	-8
CCN(CC(=O)Nc1ccc(NC(C)=O)cc1)C(=O)/C=C/c1ccc(C)o1
 : 0.1	-7	5	6	-1	1	0	8	-7	-6
Cc1ccc(NC(=S)NNC(=O)c2ccccc2OC(F)F)cc1
 : -0.1	-4	-1	-2	1	-3	-1	12	4	9

Among those listed so far, these have a Cl atom:
Values run as follows: KLK7 zymogen act	ASAP1 GAP inh	Tn6 DDE FP	LEDGF integ inh	ADAM10 inh	PLC-gamma1 inh	ADAM17 inh	ARFGAP1 inh	Tn7 DDE FP	TDP2 absorb
O=c1[nH]snc1-c1c(Cl)cccc1Cl
 : -0.3	6	-3	-4	-17	5	-3	-2	-2	5
Cn1cnnc1SCc1ccc(C(=O)N=Nc2c(O)n(Cc3ccc(Cl)cc3)c3ccccc23)cc1
 : 0.6	21	-7	1	1	7	3	12	-5	-9

Remaining list, next part:
Values run as follows: KLK7 zymogen act	ASAP1 GAP inh	Tn6 DDE FP	LEDGF integ inh	ADAM10 inh	PLC-gamma1 inh	ADAM17 inh	ARFGAP1 inh	Tn7 DDE FP	TDP2 absorb
CCOc1ccc(-c2nnn(CCC(=O)O)n2)cc1OC
 : 0.3	12	-13	-1	-6	0	-6	11	-3	-11
Cc1ccc(OCC(=O)N2C(C)CCCC2C)c([N+](=O)[O-])n1 (stereo unspecified)
 : 0.2	-7	2	0	-15	2	-6	2	-1	9
O=C(OCC(=O)N1CCOCC1)c1ccccc1OCc1ccc(Cl)cc1
 : -0.4	4	6	1	0	1	0	12	1	-6
COC(=O)C1=NNC2(c3ccc(C)cc3)C(=O)N(c3cccc(C)c3C)C(=O)C12 (stereo unspecified)
 : -0.2	4	0	0	3	3	-8	2	0	3
Cc1ccccc1CC1(CO)CCCN(Cc2ccn[nH]2)C1 (stereo unspecified)
 : 0.0	2	-5	1	4	3	0	6	6	-3
COc1ccc(NC2CCCN(C(=O)c3ccc(C)nc3)C2)cc1 (stereo unspecified)
 : -0.2	2	0	-1	-4	2	0	0	-3	-1
COc1cccc(NC(=O)C2(C)CCN2Cc2ccc(OC)c3ccccc23)c1 (stereo unspecified)
 : 0.1	29*	5	-2	-1	5	2	24	-1	-6
Cc1c(CC(=O)NCCCC(=O)O)c(=O)oc2cc3oc4c(c3cc12)CCCC4
 : -5.1	-11	-2	0	-106	-92	-30	-12	-9	14
C/C=C/c1ccc(OCc2cc(=O)n3cc(C)ccc3n2)c(OC)c1
 : 0.6	-4	-1	1	-15	-22	-8	7	0	7
Cc1oc2cc3oc(=O)c(CCC(=O)N(C)CC(=O)O)c(C)c3cc2c1C
 : 6.3	8	-9	-1	-290	i	-150	9	6	-12
COC(=O)[C@H](C(C)C)N(CCc1cn(CC2CCCCC2)nn1)S(=O)(=O)c1ccc(F)cc1Br
 : 0.3	nt	0	3	15	2	7	nt	-5	-9
Cc1nc(SCC(=O)Nc2ccccc2C(F)(F)F)c2c(=O)n(C)c(=O)n(C)c2n1
 : -0.2	2	-9	3	-8	9	-5	3	2	2
Cc1ccc(NC(=S)NCc2ccccc2Cl)c(C)c1
 : -0.3	-12	2	5	6	3	2	2	-5	-3
CCN(CC)S(=O)(=O)c1cc(NC(=O)CNc2cccc(S(=O)(=O)N3CCOCC3)c2)ccc1C
 : 0.1	-8	-1	-2	1	-1	2	-2	-1	-2
Cc1ccccc1Cn1c(=O)c2c(nc3n2CCN3Cc2ccco2)n(C)c1=O
 : -0.1	-10	3	0	0	11*	0	7	5	-17
CCN1/C(=C/c2ccc3cc(C)ccc3[n+]2C)Sc2ccc3sccc3c21
 : 0.3	6	6	4	-28	-11	-1	22	-4	2
Cc1nc2c(sc(=S)n2Cc2ccco2)c(=O)n1CC(=O)Nc1ccccc1
 : -0.3	-7	-11	6	11	1	6	-3	-4	-7
COc1ccc(N2CCN(CCNC(=O)c3ccc4c(c3)[nH]c(=S)n3c5ccccc5nc43)CC2)cc1
 : -2.5	-8	-2	-1	-26	-41	-11	-10	4	10
CC(=O)Nc1cccc(C(=O)OCC(=O)N(c2ccccc2)C2CCS(=O)(=O)C2)c1 (stereo unspecified)
 : 0.4	-7	-5	0	-2	-4	-2	1	-4	-2
Cc1ccc(-c2csc(N=C(N)N)n2)c(C)c1
 : -0.4	-3	3	0	3	3	2	13	3	5

Other results:
Values run as follows: KLK7 zymogen act	ASAP1 GAP inh	Tn6 DDE FP	LEDGF integ inh	ADAM10 inh	PLC-gamma1 inh	ADAM17 inh	ARFGAP1 inh	Tn7 DDE FP	TDP2 absorb
CN1CCCN(C(=O)CC2(CC(=O)O)CCCC2)CC1
 : -0.1	3	0	-1	4	-1	-4	7	4	-4
C=CCn1c(SC(C)C(=O)NCCC2=CCCCC2)nc2ccccc2c1=O (stereo unspecified)
 : -0.2	3	4	1	-7	2	-4	-11	1	8
CC(C)(CNCc1ccccc1)NS(=O)(=O)c1ccccc1
 : 0.3	2	5	3	-13	0	-6	-5	-6	-1
CN(C(=O)COC(=O)c1ccccc1SCC(=O)N1CCCC1)C1(C#N)CCCCC1
 : -0.2	-6	9	-3	-20	0	-5	-5	6	-9
Cc1cccc(OCC(=O)N(Cc2ccco2)c2c(N)n(Cc3ccccc3)c(=O)[nH]c2=O)c1
 : -0.6	13	-10	-5	-10	-7	-8	-6	5	2
COc1cccc(CNC(=O)CSc2ccc(-c3ccco3)nn2)c1
 : 0.1	-1	-1	4	0	-4	-5	-4	-8	-13
CC(=O)N1C[C@@H](CO)[C@@H](N(C)C(=O)c2ccco2)C[C@H]1c1ccccc1
 : -0.3	0	-2	1	-7	3	-4	7	6	5
CCCN(CC1CC1)C(=O)CCc1nnc(C(OC)c2ccccc2)o1 (stereo unspecified)
 : 0.1	4	0	0	-6	0	-3	3	3	13
CCc1ccc(N2CC(C(=O)N3CCCC3)CC2=O)cc1 (stereo unspecified)
 : -0.3	3	-8	-4	0	-3	-7	-10	-2	-5
O=C(CSc1nnc(Cn2nnc3ccccc32)o1)N(Cc1ccc(F)cc1)c1ccccc1
 : 0.6	4	3	-1	12	2	-1	-8	0	6
Cc1ccccc1NC(=O)c1cc[n+]([O-])cc1
 : -0.3	13	5	2	-8	1	0	7	1	-3
O=C(O)C1=C[C@H](c2csc3ccccc23)C[C@H](OCc2ccc(CO)cc2)O1
 : 1.7	-7	2	4	-40	-29	-11	10	-4	0
COc1ccc(/C=C2/SC(=O)N(CCC(=O)Nc3ccc(S(=O)(=O)Nc4nccs4)cc3)C2=O)cc1
 : -0.3	-10	-4	-1	0	0	0	0	-5	2
CCCCC(=O)Nc1ccc(C(=O)Nc2nnc(COC)s2)cc1
 : 0.1	6	-1	2	-1	-3	1	-2	-2	-2
O=C(CNCc1cccs1)Nc1ccc(OC(F)(F)F)cc1
 : -0.5	13	-3	-3	4	0	2	3	1	14
CCC(=O)N1CCc2cc(Br)c(S(=O)(=O)N3CCCC(C(=O)NC(C)(C)C)C3)cc21 (stereo unspecified)
 : 0.1	nt	1	0	1	1	0	nt	3	-11
CC(C)C(=O)N1CCC1(C)C(=O)Nc1cccc(Oc2ccccc2)c1 (stereo unspecified)
 : 0.5	0	-4	0	4	-2	1	6	-5	-2
COc1ccc(-n2c(-c3cccc(OC)c3)nc(=S)c3c2CCCC3)cc1
 : 0.7	-3	6	-4	2	-24	2	-2	2	-2
Cc1[nH]c2ccccc2c1/C=N/NC(=O)c1cccc(F)c1
 : 0.1	-1	-3	-6	-12	-14	-2	-15	2	-7
COCCn1c(SCC(=O)N2CCCCC2)nc2c(c1=O)SCC2
 : -0.5	0	-7	3	6	4	3	6	-6	-6
CCN1CCN(c2nc3ccccc3nc2C(C#N)S(=O)(=O)c2ccc(C)cc2)CC1 (stereo unspecified)
 : 1.5	-2	-1	1	0	-17	-4	-8	-1	3
COc1ccc(OC)c(NC(=O)c2ccc(OCC(=O)N3CCOCC3)c(OC)c2)c1
 : 0.1	-2	11	3	1	-3	-3	11	0	0
